USP2a inhib = qHTS Assay for Inhibitors of Ubiquitin-specific Protease USP2a; 0.1% of 60,000 active; Ubiquitin carboxyl-terminal hydrolase 2 (Homo sapiens), O75604; Potency, µM (top dose mostly 38.3 µM), for the others: at the top dose activity change, negative = inhibition, most hits filed as inhibitors; AID 927, 2007; USP2a enzymatic assay, qHTS inhibition;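 note: potency is the fitted concentration of half-maximal effect; nearly all actives have a fitted effect of over 60% in size; plate controls were DMSO for no effect and NEM full inhibition control for full effect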
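USP2 core (20 nM final) was preincubated with compound for 30 min at RT in 20 mM Tris-HCl pH 8.0, 2 mM CaCl2, 2 mM beta-mercaptoethanol; Ub-PLA2 (20 nM) plus NBD C6-HPC (20 uM) then added, fluorescence read after 2.5 h.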
Rhodamine fluor = qHTS Assay for Spectroscopic Profiling in Rhodamine Spectral Region | Rhodamine-region fluorescence, 547/598 nm, Tris buffer; hits give high values | max dye-equivalent concentration, M | 0.05% of 59,000 active | AID 594, 2007; in the data active = max dye-equivalent concentration above about 11 nM; inconclusive = between about 1.1 nM and that limit
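Intensities are converted to rhodamine-equivalent concentration using a six-point rhodamine standard on each plate. Compounds sit 15 min at room temperature in 100 mM Tris buffer, pH 8.0; read uses the 547/598 nm excitation/emission pair.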
HADH2 inhib = qHTS Assay for Inhibitors of HADH2 (Hydroxyacyl-Coenzyme A Dehydrogenase, Type II) | 3.4% of 73,000 active | AID 886, 2007 | recombinant HADH2, NADH fluorescence, beta-hydroxybutyryl-CoA | Potency, µM (titrated, usually from 57.1 µM), for inactives: at the top dose activity change, negative = inhibition, most hits filed as inhibitors | 3-hydroxyacyl-CoA dehydrogenase type-2 (Homo sapiens), Q99714; note: potency is the fitted concentration of half-maximal effect; % is set by controls: 0 for no effect and ±100 for the full control effect; nearly all actives have a fitted effect of over 60% in size; many of its hits are not listed in these tables
Target sequence (Q99714 whole entry, looked up, one chain of several): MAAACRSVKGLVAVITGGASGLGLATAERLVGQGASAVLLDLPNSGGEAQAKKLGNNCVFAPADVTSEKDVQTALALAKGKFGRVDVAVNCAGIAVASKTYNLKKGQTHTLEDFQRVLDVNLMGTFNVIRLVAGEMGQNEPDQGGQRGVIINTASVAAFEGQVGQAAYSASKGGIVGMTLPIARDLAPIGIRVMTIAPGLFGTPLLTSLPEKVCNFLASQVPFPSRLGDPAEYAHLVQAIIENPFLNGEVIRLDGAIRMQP
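Read-out: 360 nm excitation, 450 nm emission, kinetic over 4 min. Conditions: His-tagged human HADH2 20 nM, pH 9.0 Tris with Tween-20, 1 mM NAD+, 90 uM beta-hydroxybutyryl-CoA.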
TexasRed autofl = qHTS Assay for Spectroscopic Profiling in Texas Red Spectral Region | AID 587, 2007 | 0.06% of 59,000 active | Compound fluorescence, Texas Red channel, 547/618 nm; hits give high values | max dye-equivalent concentration, M; in the data active = max dye-equivalent concentration above about 10 nM; inconclusive = between about 1.1 nM and that limit
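Compound fluorescence was read after 15 min at room temperature in 100 mM Tris, pH 8.0, using 547 nm excitation and 618 nm emission across a concentration series. It was expressed as Texas Red dye-equivalent concentration from an on-plate standard curve.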
Casp7 inh = qHTS Assay for Allosteric/Competitive Inhibitors of Caspase-7; P55210; recombinant caspase-7, Ac-DEVD-AFC fluorescence rate; Potency, µM (titrated, usually from 57.5 µM), inactives show at the top dose activity change, negative = inhibition, hits mostly inhibitors; 0.02% of 75,000 active; active = well fitted inhibition curve with a large enough effect in the main read-out, with a control signal flat, not every such curve was filed as active; inconclusive = small, poorly fitted or top-dose-only effect, or a change in a side signal; note: potency is the fitted concentration of half-maximal effect; % of control where 0% means no effect
Target sequence (P55210 24-198 limits assumed): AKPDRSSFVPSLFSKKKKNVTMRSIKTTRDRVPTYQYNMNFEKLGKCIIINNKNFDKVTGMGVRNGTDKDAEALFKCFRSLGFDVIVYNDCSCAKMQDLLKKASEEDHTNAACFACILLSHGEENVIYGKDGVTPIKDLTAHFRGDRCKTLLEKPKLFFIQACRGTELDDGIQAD
Target sequence (P55210 207-303 limits assumed): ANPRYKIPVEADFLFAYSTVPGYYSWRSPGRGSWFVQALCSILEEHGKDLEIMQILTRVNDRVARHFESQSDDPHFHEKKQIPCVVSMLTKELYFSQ
ERK AVP block = qHTS Assay for Inhibitors of the ERK Signaling Pathway using a Homogeneous Screening Assay | AID 995, 2007 | HEK293-V1b, vasopressin-stimulated pERK AlphaScreen | 0.99% of 72,000 active | Potency, µM (highest dose often 57.5 µM), for inactives: at the highest dose activity, negative = inhibition, hits mostly inhibitors; note: potency is the fitted concentration of half-maximal effect; % is set by controls: 0 for no effect and ±100 for the full control effect; nearly all actives have a fitted effect of over 55% in size
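qHTS, compounds titrated on V1b-expressing HEK293 cells. Preincubation 30 min at 37C, vasopressin 25 nM for 5 min, lysis 10 min, bead incubation 5 hr at room temperature.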
FLuc inh = qHTS Assay for Inhibitors of Firefly Luciferase | AID 411, 2009 | Luciferin 4-monooxygenase (Photinus pyralis), P08659 | purified firefly luciferase, luminescence, 8 min | Potency, µM (doses to about 57.1 µM), inactives show top-dose activity change, negative = inhibition, hits mostly inhibitors | 2.2% of 72,000 active; note: potency is the fitted concentration of half-maximal effect; % is set by controls: 0 for no effect and ±100 for the full control effect; nearly all actives have a fitted effect of over 40% in size
Target sequence (P08659 whole entry, looked up): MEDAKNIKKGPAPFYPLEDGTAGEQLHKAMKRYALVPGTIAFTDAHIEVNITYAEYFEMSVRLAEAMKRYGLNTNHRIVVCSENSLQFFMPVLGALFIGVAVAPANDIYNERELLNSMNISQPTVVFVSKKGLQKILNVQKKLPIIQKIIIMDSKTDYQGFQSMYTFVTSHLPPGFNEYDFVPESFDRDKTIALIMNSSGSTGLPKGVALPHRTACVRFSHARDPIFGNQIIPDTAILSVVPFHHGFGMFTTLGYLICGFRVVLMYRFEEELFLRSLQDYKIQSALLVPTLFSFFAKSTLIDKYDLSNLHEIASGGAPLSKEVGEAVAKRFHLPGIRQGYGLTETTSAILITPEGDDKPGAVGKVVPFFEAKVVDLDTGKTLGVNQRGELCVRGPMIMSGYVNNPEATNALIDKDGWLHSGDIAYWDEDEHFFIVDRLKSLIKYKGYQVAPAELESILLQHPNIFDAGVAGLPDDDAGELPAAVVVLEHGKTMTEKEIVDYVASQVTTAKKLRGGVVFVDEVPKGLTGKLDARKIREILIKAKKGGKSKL
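Luminescence read-out after 8 min at room temperature; enzyme reaction used luciferin plus 10 uM ATP (linear range) in imidazole buffer pH 7.2 with KCl, MgCl2, Tween 20 and BSA. Each sample was run as a titration.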
Caspase-1 inhib = qHTS Assay for Allosteric/Competitive Inhibitors of Caspase-1 | P29466 | Caspase-1 enzyme, Ac-WEHD-AFC fluorogenic rate | Potency, µM (highest dose often 57.5 µM), for the others: top-dose activity change, negative = inhibition, actives largely listed as inhibitors | 0.03% of 75,000 active;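 note: potency is the fitted concentration of half-maximal effect; plate controls were vehicle for no effect and no substrate for full effect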
Tau fil binding = qHTS Assay for Tau Filament Binding; Microtubule-associated protein tau (Homo sapiens), P10636; recombinant tau filaments, thioflavin S fluorescence, 15 h; filaments grown with octadecylsulfate alongside compound; Potency, µM (doses to about 57.1 µM), for inactives: top-dose activity change, negative = inhibition; 2% of 71,000 active; AID 596, 2007;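 note: potency is the fitted concentration of half-maximal effect; % is set by controls: 0 for no effect and ±100 for the full control effect; actives lower thioflavin S fluorescence by blocking filaments or displacing dye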
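His-tagged recombinant human tau (exons 2, 3 and 10 included), 1 uM, was induced to fibrillize by 30 uM sodium octadecylsulfate with compound present. After 15 h at 37 C, thioflavine S fluorescence (ex 450, em 510 nm) was read.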
HEK293 cAMP cs = qHTS Assay for Agonists of the Thyroid Stimulating Hormone Receptor: Activators of Intracellular cAMP Concentrations in Parental HEK 293; Potency, µM (series often up to 57.1 µM), for the others: at the highest dose activation, hits mostly activators; 2.5% of 73,000 active; parental HEK293 CNG cAMP sensor, membrane potential fluorescence; AID 938, 2007; note: potency is the fitted concentration of half-maximal effect; % of control where 0% means no effect; nearly all actives have a fitted effect of over 55% in size
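Parental HEK 293 cells stably expressing a cAMP-gated CNG channel were loaded with membrane potential dye containing 100 uM RO 20-1724 for 60 min. Compound added for 30 min; depolarization read as fluorescence intensity at 590 nm.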
Fluorescein fluor = qHTS Assay for Spectroscopic Profiling in Fluorescein Spectral Region; Compound autofluorescence, 480/540 nm, fluorescein-equivalent; hits give high values; 0.91% of 59,000 active; max fluorescein-equivalent concentration, M; in the data active = max fluorescein-equivalent concentration above about 10 nM; inconclusive = between about 1.1 nM and that limit
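Tris 100 mM pH 8.0; 15 min RT; CCD read, ex 480/em 540 nm. Output: fluorescein-equivalent concentration per compound concentration, from six-point dye series on each plate.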
* = called active by the depositor; i = inactive; u = inconclusive; x = no result given; [ ] = remark or other dose. Unless noted, calls come from the whole dose curve; as a rule, active = well fitted curve in the direction sought with a large enough effect; inconclusive = small, poorly fitted or top-dose-only effect, or another doubt; inactive = no such curve, though single readings can be large; an effect the other way counts as inactive or inconclusive. A portion of the library; rates above refer to the full screens.

SMILES	USP2a inhib	Rhodamine fluor	HADH2 inhib	TexasRed autofl	Casp7 inh	ERK AVP block	FLuc inh	Caspase-1 inhib	Tau fil binding	HEK293 cAMP cs	Fluorescein fluor
C[C@@H](C(=O)NCc1cccc2ccccc12)[C@H]1C[C@]1(C)[C@H](NC(=O)OCc1ccccc1)c1ccccc1	x	x	10%	x	0%	-4%	x	0%	12%	20%	x
O=C(CCC1CCCCC1)Nc1c2c(nn1-c1ccc(F)cc1)CS(=O)C2 (configuration not stated)	11%	i	9%	i	3%	15%	-2%	-1%	-1%	u	i
CCOCCCn1c(C)nc2c(c1=O)c1nc3ccccc3nc1n2CCC1=CCCCC1	63%[activator]	i	-156%	u	u	-13%	1%	u	1.6µM*	20µM*	u
COc1ccc(NC(=O)C2CC2)cc1-n1cnnn1	x	i	-3%	i	1%	0%	1%	-1%	-5%	-2%	i
O=C(NC1CCCC1)C1CCCN1C(=O)Nc1ccccc1 (configuration not stated)	x	i	10%	i	2%	-5%	4%	2%	11%	18%	i
COC(=O)C1CCN(C(=O)c2ccccc2Oc2ccccc2)CC1	8%[7.66 µM]	x	-1%[11.4 µM]	x	1%	3%	3%	1%	-5%[11.4 µM]	u	x
C=CCSC1=N/C(=C\c2ccc3c(c2)OCO3)C(=O)S1	15%	x	-22%	x	-18%	38%[activator]	-1%	-10%	19%	15%	x
O=C(O)CN1C(=O)O[C@@H](c2ccccc2)C1=O	x	i	-2%[11.4 µM]	i	0%[11.5 µM]	4%[11.5 µM]	0%[11.4 µM]	-2%[11.5 µM]	-1%[11.4 µM]	8%[11.4 µM]	i
Cc1cc(C)c(NC(=O)c2ccc(S(=O)(=O)N3CCOCC3)cc2)c(C)c1	x	x	5%	x	-1%	x	2%	1%	2%	23%	x
O=C(NCCc1ccccc1)c1cc2ncc(Br)cn2n1	15%	i	7%	i	-11%	-10%	-2%	-2%	-30%	17%	i
CC(C)(C)c1ccc(C(=O)Nc2nonc2-c2nc3ccccc3[nH]2)cc1	4%	i	5%	u	0%	0%	-1%	0%	-12%	4%	u
Cc1noc(/C=C/N(C)C)c1S(=O)(=O)N1CCCC(C(=O)NCc2ccc(Cl)cc2)C1 (configuration not stated)	47%[activator]	i	-1%	u	-11%	19%	1%	-11%	88%	-6%	u
S=c1[nH]ncc2ccccc12	-2%	i	-29%	i	-1%	u	0%	0%	2%	8%	i
CCCn1nnc(NC(=O)c2cc(Br)ccc2OC)n1	-2%	i	-23%	i	1%	-13%	2%	0%	-6%	3%	i
O=c1nc2n(c3sc4c(c13)CCC4)Cc1ccccc1-2	0%	i	32µM*	i	-1%	-10%	-1%	-1%	27%	8%	i
O=C(O)c1ccc2c(c1)N(Cc1ccccc1)C(=O)c1ccccc1S2=O (configuration not stated)	x	x	-7%	x	3%	x	0%	-2%	-2%	7%	x
CCC(=O)/C=C1\Sc2ccc(OC)cc2N1CCO	-7%	i	u	i	-1%	17%	3%	-3%	-16%	2%	i
COc1ccccc1C(=O)Nc1ccc(S(=O)(=O)N2CCOCC2)cc1	8%	i	15%	u	0%	-14%	0%	-14%	-6%	8%	i
COc1ccc(-n2nnnc2SCC(=O)c2cc3ccccc3o2)cc1	34%[activator]	i	-5%	i	-6%	-8%	1%	-9%	-6%	u	u
CN(C)S(=O)(=O)N1CCN(CC(O)COc2ccc(C(=O)c3ccccc3)cc2)CC1 (configuration not stated)	30%[activator]	i	2%	i	-2%	32µM*	0%	-1%	44%	8%	u
COc1ccc(CNC(=O)C(NS(=O)(=O)c2ccc3c(c2)CCCN3C(C)=O)C(C)C)cc1 (configuration not stated)	14%	i	9%	i	1%	8%	2%	2%	17%	8%	i
Cc1nc(N2CCOCC2)c2nc(-c3ccccc3)n(CCN3CCOCC3)c2n1	x	x	7%	x	-2%	-8%	x	-1%	-14%	9%	x
CC(C)C(c1nnnn1CCc1ccccc1)N1CCOCC1 (configuration not stated)	-2%	i	-3%	u	-1%	13%	0%	2%	-18%	7%	u
COc1ccc(C(=O)N2CCN(S(=O)(=O)c3ccccc3)CC2)c(OC)c1	0%	i	8%	i	0%	-19%	3%	0%	6%	8%	u
NNC(=O)CCc1ccc2ccc3ccccc3c2c1	x	i	19%[11.4 µM]	i	-2%[11.5 µM]	-21%[11.5 µM]	1%[11.4 µM]	1%[11.5 µM]	8%[11.4 µM]	9%[11.4 µM]	u
The listing continues.
SMILES	USP2a inhib	Rhodamine fluor	HADH2 inhib	TexasRed autofl	Casp7 inh	ERK AVP block	FLuc inh	Caspase-1 inhib	Tau fil binding	HEK293 cAMP cs	Fluorescein fluor
c1ccc(-c2cccc(N3CC[C@@]4(CCCNC4)C3)c2)cc1	144%[activator]	i	1%	i	-3%	-29%	-15%[11.4 µM]	-2%	13µM*	5%	i
COC(=O)[C@@]1(Cc2ccc(OC)cc2)[C@H]2c3cc(C(=O)N4CCCC4)n(CCn4cc([N+](=O)[O-])nc4C)c3C[C@H]2CN1C(=O)c1ccccc1	x	x	3%	x	2%	1%	x	-1%	-7%	0%	x
O=C1C2CCCN2C(c2ccccc2F)N1c1cccc(Cl)c1 (configuration not stated)	x	x	13%	x	1%	-15%	2%	-4%	-5%	-3%	x
Cc1nn(C)cc1CNC(=O)Nc1ccc(Br)cc1Cl	9%	i	13%	i	0%	-27%	0%	0%	-4%	-6%	u
C=CCn1c(CCC(=O)O)ccc1-c1ccc(OC)cc1	19%	i	-2%	i	-18%	-5%	-3%	-15%	-7%	-2%	u
CS(=O)(=O)c1ccc(Cl)c(C(=O)O)c1	-10%	i	3%	i	-13%	-3%	-1%	-14%	16%	5%	u
COc1ccc(OC)c(C2C(C(=O)Nc3cccnc3)=C(C)NC3=C2C(=O)CCC3)c1 (configuration not stated)	4%	i	-1%	i	-15%	-11%	1%	u	-3%	1%	i
O=C(NCCN1CCOCC1)c1cc(-c2ccco2)on1	1%	i	-11%	i	-1%	-1%	1%	-1%	-2%	4%	i
C=CCOC(=O)CCC(=O)Nc1cccc2ccccc12	4%	x	-3%	x	0%	6%	-1%	-2%	3%	7%	x
Brc1ccc(-c2nn3c(-c4ccco4)nnc3s2)o1	3%	i	u	i	-9%	-22%	1%	-6%	-8%	6%	u
O=C(c1cccnc1)N1C2CCC1CC(O)(c1ccc(F)cc1)C2 (configuration not stated)	-3%	i	3%	i	3%	-2%	3%	0%	-11%	3%	i
COCC(=O)N1CCC[C@@]2(CCN(C(=O)Nc3cccc(C#N)c3)C2)C1	9%	i	1%	i	-1%	u	2%[11.4 µM]	-3%	-14%	-6%	i
O=C(Cn1ncc2c(=O)oc3ccccc3c21)NCC1CCCO1 (configuration not stated)	x	x	4%	x	0%	0%	2%	0%	0%	3%	x
CC(=O)c1cc(-c2ccccc2)n(CCC(=O)NCc2cccs2)c1C	15%	i	-2%	i	-2%	4%	-2%	-3%	7%	7%	u

In a second layout: entries from further up.
Results follow in this order: USP2a inhib	Rhodamine fluor	HADH2 inhib	TexasRed autofl	Casp7 inh	ERK AVP block	FLuc inh	Caspase-1 inhib	Tau fil binding	HEK293 cAMP cs	Fluorescein fluor
> COC(=O)[C@@]1(Cc2ccc(OC)cc2)[C@H]2c3cc(C(=O)N4CCCC4)n(CCn4cc([N+](=O)[O-])nc4C)c3C[C@H]2CN1C(=O)c1ccccc1
 : x	x	3%	x	2%	1%	x	-1%	-7%	0%	x
> O=C1C2CCCN2C(c2ccccc2F)N1c1cccc(Cl)c1 (configuration not stated)
 : x	x	13%	x	1%	-15%	2%	-4%	-5%	-3%	x
> Cc1nn(C)cc1CNC(=O)Nc1ccc(Br)cc1Cl
 : 9%	i	13%	i	0%	-27%	0%	0%	-4%	-6%	u
> C=CCn1c(CCC(=O)O)ccc1-c1ccc(OC)cc1
 : 19%	i	-2%	i	-18%	-5%	-3%	-15%	-7%	-2%	u
> CS(=O)(=O)c1ccc(Cl)c(C(=O)O)c1
 : -10%	i	3%	i	-13%	-3%	-1%	-14%	16%	5%	u
> COc1ccc(OC)c(C2C(C(=O)Nc3cccnc3)=C(C)NC3=C2C(=O)CCC3)c1 (configuration not stated)
 : 4%	i	-1%	i	-15%	-11%	1%	u	-3%	1%	i
> O=C(NCCN1CCOCC1)c1cc(-c2ccco2)on1
 : 1%	i	-11%	i	-1%	-1%	1%	-1%	-2%	4%	i
